Bioassay records deposited in PubChem BioAssay by University of Kansas High Throughput Screening Laboratory.
Pf apPOL inh: Pf-apPOL DNA polymerase inhibition; Recombinant Pf-apPOL, molecular beacon fluorescence, 1.5 h; inhibition, % at 10 µM; 0.25% of 210,000 active; AID 1794808
mHTT-CaM PPI inh: disrupts binding of mutant huntingtin to calmodulin; AlphaScreen His-mHTT/GST-CaM binding, luminescence; 3.6% of 190,000 active; P42858; inhibition, % at 15 µM;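 note: 0% = both proteins with DMSO and 100% = one protein alone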
Starred values were filed as active, the others as inactive; . = not tested or not shown; & = joins results of further samples. Cut-off read from the data, not from the text of the source: active = inhibition above about 50%; inactive = the rest.

no.	SMILES	Pf apPOL inh	mHTT-CaM PPI inh
1	O=c1[nH]c2cc(Cl)c(Cl)cc2nc1CN1CCN(c2ccccc2)CC1	5.6	51.9*
2	CCOc1ccc(C(=O)N2CCC(c3nc(-c4cccc(NC(=O)CC)c4)no3)CC2)cc1	0.5	8.6
3	CCCn1c(NCCO)nc2ccccc21	-6.2	-5.6
4	COC(=O)c1cc(Cl)c2c(c1)CC(CNC(=O)C(C)Cl)O2 (stereo not given)	10.5	-7.4
5	COc1ccc(CN2C(=O)CCC2(C)C(=O)NC2CCCC2)c(OC)c1 (stereo not given)	-17.0	-5.0
6	COC(=O)c1cc(C#N)c(Sc2ncc([N+](=O)[O-])s2)nc1C(OC)OC	6.2	.
7	O=C(CC1CCCCC1)NCc1ccc2[nH]c3c(c2c1)CCCC3	-5.0	91.8*
8	CN(C)c1cccc(C(=O)N2CCC(c3cc(N)on3)CC2)c1	-0.1	-1.3
9	Cc1oc(C2CCN(C(=O)CCCc3ccccc3)CC2)nc1C(=O)N1CCSCC1	2.8	0.1
10	COc1ccc(C2C(C#N)=C(N)Oc3n[nH]c(C(F)(F)F)c32)cc1OC (stereo not given)	-2.4	2.0
11	O=C(CCS(=O)(=O)Cc1cccc(Cl)c1)NCc1ccccc1Cl	-14.5	-6.0
12	O=S(=O)(Oc1ccccc1)c1cc(Br)c(Br)s1	-7.5&-0.1	.
13	O=C(NC1CCCCC1)C1CCN(c2nc3ccccc3[nH]2)CC1	-11.0	19.0
14	O=C(CCN1C(=O)C2CC=C(Cl)CC2C1=O)Nc1ccc(Br)cc1 (stereo not given)	10.8	0.0
15	Cc1onc(-c2c(Cl)cccc2Cl)c1C(=O)Nc1ccccc1Br	-4.0	-25.4
16	O=C(CSc1nnc(NC(=O)NC2CCCCC2)s1)NCc1ccco1	11.1	5.7
17	O=C1OC(c2ccc(F)cc2)=N/C1=C\C=C\c1ccccc1	-0.5	7.0
18	COc1ccc(C2CCCN2C(=O)Cc2cccc(OC)c2)cc1 (stereo not given)	-6.3	6.0
19	O=C(NCc1cccs1)NCC1CN(c2ccc3c(c2)OCO3)C(=O)O1 (stereo not given)	-3.7	-11.2
20	O=C1OCCN1C(=O)[C@H]1[C@H](c2ccc([N+](=O)[O-])cc2)C(c2cccc(Cl)c2)=NN1c1ccccc1	-1.4	55.2*
21	Cc1ccsc1C1C(C#N)=C(N)N(c2ccc([N+](=O)[O-])cc2)C2=C1C(=O)CC(C)(C)C2 (stereo not given)	-2.5	28.0
22	Cc1cccc(NC(=O)CN2C(=O)N/C(=C\c3ccc(OCC(C)C)cc3)C2=O)c1	0.3	6.0
23	COc1ccc(Cl)cc1NC(=O)CS(=O)(=O)c1cccc2nsnc12	-11.3	-5.0
24	CC(C)NC1CS(=O)(=O)CC1O (stereo not given)	-4.8	-4.8
25	CCOC(=O)Nc1nnc(-c2ccc(C)cc2)s1	-2.0	-0.5
26	COc1cccc(/C=C2\NC(=O)NC2=O)c1OCCCOc1ccc(Cl)c(C)c1	2.5	32.0
27	CC(=O)Nc1cc(S(=O)(=O)O)cc([N+](=O)[O-])c1O	1.1	4.2
28	CN(C)S(=O)(=O)N(Cc1ccc(C(C)(C)C)cc1)c1ccccc1	-7.7	-18.8
29	CSC(=N)c1ccc(Cl)cc1	-9.4	.
30	O=c1[nH]c(/C=C/c2cccc(Br)c2)nc2ccccc12	-0.4	-5.1
31	O=C1CC[C@@H](OCc2ccccc2)CCN1CC[C@H](Sc1ccccc1)c1ccccc1	-0.7	59.4*
32	Cc1ccc(NC(=O)C2CCC(CNS(=O)(=O)c3ccc(Br)s3)CC2)cc1 (stereo not given)	-2.3	4.0
33	CCC(C)(C(=O)NC1CCCC1)N(Cc1cccs1)C(=O)CNC(=O)c1ccccc1 (stereo not given)	-5.1	6.0
34	CCCCC[C@@H](C)N1C[C@H](COCc2ccccc2)Oc2cc(N3CC[C@H](N(C)C)C3)ccc2S1(=O)=O	-18.8	100.1*
35	COc1ccc(NC(=O)c2cccc(Cl)c2Cl)cc1	-0.1	-7.0
36	O=C(Nc1ccc(Br)cc1F)c1ccc2c(c1)OCCO2	0.5	-4.2
37	CCN(CC)S(=O)(=O)c1ccc(C)c(NC(=O)c2ccccc2C(=O)O)c1	-1.8	-18.4
38	CC(C)c1ccc(CNC(=O)C(=O)NCc2ccncc2)cc1	-1.7	0.0
39	CCC(CC)C(=O)Nc1ccc(C(=O)Nc2nccs2)cc1	-1.5	14.5
40	O=S(=O)(NCc1ccccc1)c1ccccc1NCCc1ccccc1	-2.8	-10.7

Entries from the list above containing a cyano group (three):
no.	SMILES	Pf apPOL inh	mHTT-CaM PPI inh
6	COC(=O)c1cc(C#N)c(Sc2ncc([N+](=O)[O-])s2)nc1C(OC)OC	6.2	.
10	COc1ccc(C2C(C#N)=C(N)Oc3n[nH]c(C(F)(F)F)c32)cc1OC (stereo not given)	-2.4	2.0
21	Cc1ccsc1C1C(C#N)=C(N)N(c2ccc([N+](=O)[O-])cc2)C2=C1C(=O)CC(C)(C)C2 (stereo not given)	-2.5	28.0

Next section:
no.	SMILES	Pf apPOL inh	mHTT-CaM PPI inh
41	CC1=C(C(=O)Nc2cccc(C(F)(F)F)c2)C(c2ccccc2)C2=C(CCCC2=O)N1 (stereo not given)	-2.2	36.0
42	O=C(Nc1ccc([N+](=O)[O-])cc1Br)c1cccnc1	-2.8	0.3
43	Cc1ccc(Nc2cc(-n3ccnc3)ncn2)cc1C	1.7	1.5
44	COc1cc(CNC(Cc2ccccc2)c2ccccc2)c([N+](=O)[O-])cc1OC (stereo not given)	-3.6	18.8
45	O=C(O)CCCN1C(=O)C(=O)C(=C(O)c2ccccc2)C1c1cccc([N+](=O)[O-])c1 (stereo not given)	-5.3	-1.7
46	O=C(Nc1ccc(Br)cc1F)N1CCc2nc(-c3ccc(F)cc3)ncc2C1	-4.2	-9.1
47	O=C(NCc1ccccc1)N1CCCC1c1ccc(Cl)cc1 (stereo not given)	-4.4	-6.1
48	COc1cc(-c2nocc2C#N)ccc1O	0.1	6.0
49	COc1ccccc1CNC1CCC(C)C1 (stereo not given)	13.5	-4.5
50	COc1ccccc1-c1nc(-c2ccccc2Cl)no1	-9.2	-23.8
51	CN1CCN(c2nc(-c3ccccc3O)nc3ccccc23)CC1	-1.8	3.0
52	CCN1c2ccccc2C(=O)NC12CCN(C(=O)Nc1ccccc1F)CC2	-0.8	0.3
53	Cc1c(Cc2ccccc2)sc(NC(=O)CCC(=O)O)c1C(N)=O	0.5	3.8
54	Cc1c(Cl)cccc1NC(=O)C(=O)NCC(C)C	0.9	-1.7
55	C[C@@H](CSc1ccccc1)CN1CC[C@H](C(C)(C)C)CCC1=O	-7.9	-4.4
56	CCNC(=O)N1CCCC(c2cccc(C(=O)NCc3cccc(Cl)c3)c2)C1 (stereo not given)	-3.7	1.2
57	Cc1ccc2[nH]c3c(cc(NCCCO)c4c(=O)c5ccccc5c(=O)c43)oc2c1	-5.7	60.0*
58	CCCC(=O)N1CCN(c2nc(CN3CCCCCC3)cs2)CC1	1.8	6.8
59	COc1ccc(N2C=C(C#N)S(=O)(=O)c3ccc(C)cc32)c(OC)c1	4.5	-4.6
60	CCCCNC(=O)CCc1cn(Cc2ccccc2)c2ccccc12	-24.4	7.0
61	COc1ccc(CC(=O)c2ccc(O)c(CN3CCOCC3)c2O)cc1OC	0.6	1.3
62	CC(=O)Nc1ccc(-c2noc(C3CCCN(C(=O)c4ccc(C(C)(C)C)cc4)C3)n2)cc1 (stereo not given)	-6.8	-1.3
63	O=C(NCc1ccccc1F)C1CCc2nc(N3CCCCC3)ncc2C1 (stereo not given)	-4.6	-7.4
64	COc1ccc(NC(=O)CS(=O)(=O)c2cn(Cc3cccc(F)c3)c3ccccc23)cc1	-4.7	3.0
65	COc1ccc(NCN2C(=O)S/C(=C\c3ccccc3F)C2=O)cc1Cl	-0.6	41.0
66	COc1ccc(/C=c2\sc3n(c2=O)C(N)=C(C#N)C(c2ccc(OC)cc2)C=3C#N)cc1 (stereo not given)	-5.8	6.0
67	O=C1Nc2ccc(Br)cc2C1(O)Cc1ccccn1 (stereo not given)	-7.9	6.1
68	COc1ccccc1CN1CCCC(O)C1 (stereo not given)	-11.8	-2.8
69	Cc1c(Cl)cccc1NC(=O)c1cc(S(=O)(=O)NC2CCCCC2)ccc1F	-0.9	-1.0
70	Cc1ccc(C(=O)N2CCCC2c2ccccc2C)cc1 (stereo not given)	0.0	-9.3
71	CCOC(=O)c1cn(C2CN(C(=O)c3ccccc3Br)C2)nn1	3.6	-10.9
72	O=C(c1ccccc1)N1CCc2ccc(NS(=O)(=O)c3cccs3)cc2C1	0.1	9.3
73	CCN1CCN(c2nc3c(c(=O)[nH]c(=O)n3C)n2CCSc2ncccn2)CC1	4.4	2.0
74	Cc1cccc(C(=O)N2CCc3[nH]nc(C(=O)N4CCCCC4)c3C2)c1	0.9	3.9
75	COc1cc(C=C2Oc3c(ccc(OC(=O)c4ccc5c(c4)OCO5)c3C)C2=O)cc(OC)c1OC	-3.7	-0.2
76	Cc1cccc(C(=O)NCC2(O)CCCC2)c1	1.0	-3.8
77	O=C(C1CC1)N1CCc2cc(S(=O)(=O)NCc3ccccn3)ccc21	7.4	-3.0
78	CCOC(=O)c1ccc(NC(=O)N2CCC(n3c(CC)nc4cccnc43)C2)cc1 (stereo not given)	0.1	-0.3
79	CCOC(=O)c1cnc(C(F)(F)F)nc1Nc1ccccc1	-4.6	.
80	CCC(C)NS(=O)(=O)c1ccc(F)c(C(=O)Nc2ccc(F)c(F)c2)c1 (stereo not given)	1.9	-7.0

Two records picked at random from those above:
no.	SMILES	Pf apPOL inh	mHTT-CaM PPI inh
50	COc1ccccc1-c1nc(-c2ccccc2Cl)no1	-9.2	-23.8
72	O=C(c1ccccc1)N1CCc2ccc(NS(=O)(=O)c3cccs3)cc2C1	0.1	9.3

The listing continues:
no.	SMILES	Pf apPOL inh	mHTT-CaM PPI inh
81	N#CC1=C(N)Oc2n[nH]c(-c3cccs3)c2C1c1ccc(Cl)cc1 (stereo not given)	-17.2	30.0
82	CCOc1c(OC)cc(C2C(C#N)=C(N)Oc3n[nH]c(-c4ccc5c(c4)OCO5)c32)cc1OC (stereo not given)	-0.1	38.0
83	N#Cc1ccc(C(=O)Nc2nnc3ccccn23)cc1	-4.7	33.4
84	Cc1cc(=O)n(CC(=O)N2CCc3ccccc32)c(N2CCCC2)n1	-1.2	-5.1
85	COc1ccc(N2CN=c3s/c(=C\c4ccc(OC)c(OC)c4)c(=O)n3C2)cc1	-3.1	29.0
86	CN1CCN(C2CN(Cc3ccc([N+](=O)[O-])cc3)S(=O)(=O)C2)CC1 (stereo not given)	1.2	-6.2
87	O=C(O)c1ccccc1NCc1ccc(Cl)cc1	34.4	12.1
88	COc1ccc(C2CCN(C(=O)COc3ccc(Cl)cc3Cl)C2)cc1 (stereo not given)	-12.2	-7.2
89	COc1ccc(CN2CCN(Cc3ccc4c(c3)OCO4)CC2)c(C)c1C	3.9	6.9
90	CN1OCC(S(=O)(=O)NCCc2ccccc2)C1c1ccc(Cl)cc1 (stereo not given)	-5.2	-7.8
91	CSc1cccc(NC(=O)Cn2c(C)nc3c(c2=O)CN(Cc2ccccc2)CC3)c1	-7.3	17.8
92	Cc1ccc(C)c(N2CCN(C(=O)c3cn4c(n3)COCC4)CC2)c1	2.5	24.1
93	O=C1/C(=C\c2ccc([N+](=O)[O-])cc2)C=C(c2ccccc2)N1Cc1ccccc1	2.1	44.0
94	Cc1noc2ncnc(SCC(=O)Nc3ccccc3Cl)c12	-10.5	.
95	O=Cc1csc(Cn2cnc([N+](=O)[O-])n2)c1	.	-4.7
96	Cc1cc2c(cc1C)NC1(C[C@H]3CCC(=O)N4CC[C@@H](C1)[C@@H]34)C(=NC(C)(C)CC(C)(C)C)N2 (stereo not given in full)	-9.1	96.4*
97	CCOc1ccccc1C(=O)N1CCc2c(c(-c3nc(-c4ccccc4F)no3)nn2C)C1	-3.8	22.0
98	COc1ccc(Cn2c(SCC(N)=O)nc3c(sc4ccc([N+](=O)[O-])cc43)c2=O)cc1	-3.8	1.0
99	CCOC(=O)c1c(C(C)(C)C)oc2ccc(OC(=O)c3ccc(OC)c(OC)c3)cc12	0.6	-8.1
100	N#CCCN(CCc1ccccn1)S(=O)(=O)c1ccc2c(c1)CCO2	6.3	.
101	N#Cc1c(-c2ccccc2)n2c(-c3ccccc3)nn(-c3ccccc3)c2nc1=O	2.2	.
102	CCN1CCN(C(=O)CN2C(=O)/C(=C/c3ccc(C(F)(F)F)cc3)Sc3ccccc32)CC1	2.4	68.0*
103	COc1cccc(OC)c1C(=O)NCCC1CCN(C(=O)c2ccc(C)cc2)CC1	2.5	-3.0
104	COc1ccccc1NC(=O)c1ccnc(N2CCC(C(=O)Nc3cccc(C)c3)CC2)c1	8.0	3.9

Among those listed so far, 5 contain a tert-butyl group:
no.	SMILES	Pf apPOL inh	mHTT-CaM PPI inh
28	CN(C)S(=O)(=O)N(Cc1ccc(C(C)(C)C)cc1)c1ccccc1	-7.7	-18.8
55	C[C@@H](CSc1ccccc1)CN1CC[C@H](C(C)(C)C)CCC1=O	-7.9	-4.4
62	CC(=O)Nc1ccc(-c2noc(C3CCCN(C(=O)c4ccc(C(C)(C)C)cc4)C3)n2)cc1 (stereo not given)	-6.8	-1.3
96	Cc1cc2c(cc1C)NC1(C[C@H]3CCC(=O)N4CC[C@@H](C1)[C@@H]34)C(=NC(C)(C)CC(C)(C)C)N2 (stereo not given in full)	-9.1	96.4*
99	CCOC(=O)c1c(C(C)(C)C)oc2ccc(OC(=O)c3ccc(OC)c(OC)c3)cc12	0.6	-8.1

The listing continues:
no.	SMILES	Pf apPOL inh	mHTT-CaM PPI inh
105	O=C(Nc1c2c(nn1-c1ccc([N+](=O)[O-])cc1)CS(=O)(=O)C2)c1cc2ccccc2oc1=O	-3.7	4.0
106	Cc1cccc(N2C(=O)CCC2=O)n1	-5.8	-3.8
107	Cc1ccc(SCC(=O)N2CCN(c3ccc(F)cc3)CC2)cc1	-5.0	1.3
108	CC(=O)Nc1cc(C)ccc1OC(C)(C)C(=O)OC(C)(C)C	4.6	.
109	COc1ccc(OC)c(N2C(=O)CCC2(C)C(=O)NCCC(C)C)c1 (stereo not given)	-3.5	-7.8
110	Cc1ccc(Cl)cc1NC(=O)c1cnn2c1NC(c1ccco1)CC2C(F)(F)F (stereo not given)	-6.0	4.0
111	COc1ccc(OC)c(CNC2CCCC2)c1	6.4	-2.0
